# TbREL1 primary: TbREL1 RNA ligase inhibitors, primary screen, biochemical, FRET fluorescence | inhibition, % at 9.66 µM | AID 1117264, 2014 | actives 0.49% (n = 89,000) | TbREL1 RNA ligation | RNA-editing ligase 1, mitochondrial (Trypanosoma brucei brucei), P86926;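 active = inhibition above the mean inhibition across all screened compounds plus 3 SD, cut at about 11% in these data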;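 also: 0% = plate median of test wells and 100% = NSC42067 control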
# Target sequence (P86926 whole entry, looked up): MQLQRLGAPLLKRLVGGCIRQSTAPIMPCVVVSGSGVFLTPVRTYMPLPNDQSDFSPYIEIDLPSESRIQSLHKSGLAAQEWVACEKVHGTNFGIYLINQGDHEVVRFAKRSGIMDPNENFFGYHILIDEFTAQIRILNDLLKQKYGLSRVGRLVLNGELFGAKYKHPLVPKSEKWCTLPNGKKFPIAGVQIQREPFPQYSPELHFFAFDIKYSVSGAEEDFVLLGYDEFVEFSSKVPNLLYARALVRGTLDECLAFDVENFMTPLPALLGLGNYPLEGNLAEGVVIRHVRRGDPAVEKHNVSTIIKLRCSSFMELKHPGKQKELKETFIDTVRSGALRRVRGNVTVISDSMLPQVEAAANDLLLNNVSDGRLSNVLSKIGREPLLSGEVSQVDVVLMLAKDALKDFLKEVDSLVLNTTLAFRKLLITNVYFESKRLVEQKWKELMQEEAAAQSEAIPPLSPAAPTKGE
# * marks the source's active call; other numbers are inactive results. Not all compounds are listed, so the mix of outcomes need not match the whole.
SMILES,TbREL1 primary
COc1ccccc1NC(=O)CN1CCN(CC(=O)Nc2ccc(Cl)c(C(F)(F)F)c2)CC1,-1
O=C(OCCc1cc2ccccc2c(=O)o1)c1ccc(F)cc1,2
COC(=O)c1c(NC(=O)CCC(=O)O)sc(Cc2ccccc2)c1C,-2
CCN1C(=O)[C@@H]2[C@@H](c3ccc(-c4ccc(C(C)=O)cc4)c(OC)c3)N3CCC[C@@]3(C(=O)OC)[C@@H]2C1=O,-3
COC(=O)[C@]12C[C@H](CC(=O)N3CCC(c4ccccc4)CC3)C(=O)N(Cc3ccccc3)C1=C[C@H](COCc1ccccc1)O[C@@H]2C,-3
CCOc1ccc(NC(=O)COC(=O)CC2CCCCC2)cc1,0
CN1CCN(C(=O)C2CCCN(S(=O)(=O)c3ccc(F)cc3)C2)CC1 (stereo unspecified),3
O=C(CSc1cccc2cccnc12)N/N=C/c1ccncc1,6
CCCCCCCCNc1nc(Cl)nc(NCc2ccco2)n1,9
Cc1ccc(-n2ncc3c(=O)[nH]c(SCC(=O)N4CCCC4)nc32)cc1C,1
CCOC(=O)C1=C(C)c2ccccc2OC1C(=O)OCC (stereo unspecified),1
COc1ccc(NS(=O)(=O)c2ccc(C)c(C(=O)NCC(c3cccs3)N3CCOCC3)c2)cc1 (stereo unspecified),0
S=C(c1ccc(N2CCOCC2)cc1)N1CCCCC1,-4
O=c1c(Cc2ccc(Cl)cc2)c(O)ccn1Cc1cccs1,-9
C[C@H]1[C@@H](N)CC[C@@]23CCCN2C(=O)CCC[C@@H]13,1
Cc1ccc(CN[C@@H]2CC[C@@]34CCCN3C(=O)CCC[C@H]4C2)o1,0
CCN(CC)CCCOc1ccc(Cl)c(Cl)c1,5
COc1ccc(C2=NN3C(C2)c2ccccc2OC3c2cccs2)cc1 (stereo unspecified),8
Cc1nc2ccccc2n1CC(=O)OCC(=O)NCCc1ccccc1,5
Cc1cc(O)cc(=O)n1-c1cccc(Br)c1,1
CCCCc1nc2ccc(F)cc2cc1C,-3
O=C1CSC(c2cccc([N+](=O)[O-])c2)N1CCc1ccccc1 (stereo unspecified),3
COc1ccc(N2CCN(C(=O)NCc3ccc(C)cc3)CC2)cc1,-6
NCCCCCc1nnc(SC/C=C/c2ccccc2)o1,8
COc1ccc(NC(=O)c2sc(N)nc2-c2ccccc2)cc1,6
COc1ccccc1NC(=O)CSc1nnc(Cc2cc(=O)[nH]c(=O)[nH]2)n1-c1ccccc1,-1
O=C(O)c1csc(-c2cccc(Cl)c2)n1,11
Cc1ccc(C(=O)NCC(=O)NCc2cc(=O)n(C)c(=O)n2C)cc1,2
COc1ccc(NC(=O)COC(=O)Cc2c(F)cccc2Cl)cc1OC,-3
O=C1N=C(N2CCOCC2)S/C1=C/c1cc2c(cc1[N+](=O)[O-])OCO2,-1
CCOP(=O)(c1ccc(N(C)C)cc1)C(O)c1ccc(Cl)cc1 (stereo unspecified),-4
O=C(CN1CCN(C(=O)c2ccco2)CC1)Nc1ccc(Cl)c(C(F)(F)F)c1,-4
Cn1c(Cn2c(=O)sc3ccccc32)nnc1SCC(=O)NCC1CCCO1 (stereo unspecified),-2
CN(CCc1ccccn1)S(=O)(=O)c1ccccc1F,1
CCc1nnc(NC(=O)c2cc(-c3cccnc3)nc3ccccc23)s1,0
O=C(Nc1cccc(-c2nnc(-c3ccccc3)o2)c1)C1CC1,1
COc1ccccc1Cn1c(C)c(C(=O)NCc2ccc(C#N)cc2)sc1=O,-2
CCCC(=O)Nc1nnc(COC)s1,-1
O=c1cc(CO)oc(CN2CCC(Cc3ccccc3)CC2)c1O,-6
Cc1ccc(C(=O)C2CCN(CC(=O)N3CCCC3)CC2)cc1,-1
CCOc1cc(/C=C2\CCCC(C(=O)C(F)(F)F)=C2O)ccc1O,-1
Cc1ccc(S(=O)(=O)N2CCN(C(=O)COC(=O)C3CCC3)CC2)cc1,-4
CCCn1nc2cc(C(=O)NCc3ccc(OC)cc3)ccc2c1OCC,-1
CC(=O)NC(=O)NC1CSCC1OC(C)=O (stereo unspecified),0
Cc1ccc(NCC(O)Cn2cnc3c2c(=O)n(C)c(=O)n3C)cc1 (stereo unspecified),-1
CCc1nnc(NC(=O)CSc2nnc(C(C)NC(=O)c3ccccc3)n2C)s1 (stereo unspecified),3
COc1ccccc1CNC(=O)CC(NS(=O)(=O)c1ccc(C)cc1)c1ccco1 (stereo unspecified),-3
CC1CCN(c2c(NCC3CCC(C(=O)N4CCCC(C)C4)CC3)c(=O)c2=O)CC1 (stereo unspecified),-4
CCOC(=O)c1ccc(S(=O)(=O)n2c(=O)oc3ccccc32)cc1,-4
Cc1ccc(NC(=O)CNC(=O)OCc2ccccc2)cc1C,0
CCOC(=O)c1cccc(NC(=O)C2CCCN(S(=O)(=O)c3cnc[nH]3)C2)c1 (stereo unspecified),2
COc1ccc(NC(=O)C2CCCN2S(=O)(=O)c2ccc3c(c2)CCC(=O)N3)cc1 (stereo unspecified),4
O=C1SCCC1NS(=O)(=O)c1ccc([N+](=O)[O-])cc1 (stereo unspecified),2
COc1ccc(NC(=O)C2Cc3c(-c4cccc(NC(C)=O)c4)ccnc3O2)cc1 (stereo unspecified),5
O=C(NCCCNC(=O)c1cccnc1)c1ccc(Cl)cc1,10
CCOc1cccc(CN2CCC(n3nccc3NC(=O)c3ccc4c(c3)OCO4)CC2)c1,-5
CCOC(=O)N1CCN(C(=O)c2cc3c(s2)-c2ccccc2OC3)CC1,-2
O=C(NCC(=O)N1CCN(S(=O)(=O)c2cccc(F)c2)CC1)c1ccc(Br)o1,0
Cc1nc(-c2ccccn2)nc(SCC(=O)c2ccc(F)cc2)c1Cl,-5
Cc1ccc(S(=O)(=O)N2CCN(C(=O)c3cccn3C)CC2)cc1,6
# (next part)
SMILES,TbREL1 primary
O=C1C(C=NCCCN2CCCC2=O)=C(O)c2ccccc21,4
O=[N+]([O-])c1ccc2nc(CNc3nc(N4CCOCC4)nc4c3ncn4-c3ccsc3)[nH]c2c1,6
CC(=O)N(C)C[C@@H]1Oc2ncc(C#Cc3ccc(F)cc3)cc2C(=O)N([C@@H](C)CO)C[C@H]1C,0
CN(CC(=O)NCc1cccnc1)S(=O)(=O)c1cc(Cl)ccc1Cl,-1
Cc1ccc(C)c(S(=O)(=O)NCC(=O)Nc2ccc3c(c2)OCO3)c1,0
O=C(NCc1ccco1)c1ccc2c(c1)N(Cc1ccccc1)C(=O)CS2,0
COc1ccc(C(CNC(=O)c2cc3c(s2)CCC(C)C3)N2CCCC2)cc1 (stereo unspecified),2
CC(CO)(CO)NCc1ccc(-c2ccccc2)cc1,0
Cc1cccc2sc(NC(=O)CN3C(=O)NC4(CCCC4)C3=O)nc12,2
O=C(CNC(=S)N(CCCN1CCOCC1)Cc1cccs1)N1CCOCC1,-2
COC(=O)Cc1cc(=O)n2[nH]c(C)nc2n1,1
CCCc1nnc(NC(=O)CCC(=O)O)s1,4
Cc1ncc([N+](=O)[O-])n1Cc1ccccc1,1
Cc1cc(-c2ccccc2)n2nc(C)c(-c3ccccc3)c2n1,0
COC(=O)[C@]12C[C@H](CC(=O)N3CCSCC3)C(=O)N(CCc3ccc(OC)c(OC)c3)C1=C[C@H](COCc1ccccc1)O[C@@H]2C,-2
Cc1ccc(S(=O)(=O)c2nc(NCCCn3ccnc3)sc2Cl)cc1,-2
CS(=O)(=O)N(Cc1ccc(C(=O)NCc2ccco2)cc1)c1ccccc1,1
O=C(Nc1nnc(S(=O)(=O)N2CCCC2)s1)c1ccccc1Cl,7
CCOC(=O)C1CCN(S(=O)(=O)c2cccc(-c3cn4cccnc4n3)c2)CC1,-1
Cc1[nH]c(=O)c(C(=O)c2cc(Cl)ccc2O)cc1C(=O)O,0
O=C(/C=C/Sc1ccccc1)c1ccc(Cl)cc1,3
COc1ccc(C(=O)N(C)[C@H]2C[C@H]3c4[nH]c5ccccc5c4CCN3C[C@H]2[C@H](C)O)cc1,1
Cc1cccc(C)c1NC(=O)CNC(=O)c1ccc(N2CCCC2=O)cc1,4
O=C(CN1CCN(C(=O)c2ccco2)CC1)Nc1cccc(S(=O)(=O)N2CCCC2)c1,0
CC1CCN(S(=O)(=O)c2ccc(C(=O)N3CCCC(C(F)(F)F)C3)cc2)CC1 (stereo unspecified),-1
Brc1ccc2ncnc(NCc3ccccc3)c2c1,5
Cc1ccc(-n2c(C)cc(-c3csc(N)n3)c2C)cc1,4
Cc1ccc(S(=O)(=O)N(CC(=O)Nc2cccnc2)c2ccc(Br)cc2)cc1,2
O=S(=O)(c1ccccc1)N1c2cc(Cl)ccc2Oc2nc3ccccc3nc21,0
CCOc1ccc(CCNC(=O)c2cc(-c3ccccc3)c(N3CCOCC3)s2)cc1,2
CCCCNC(=O)N1CCC(c2nc3ccc(Cl)cc3[nH]2)CC1,0
CCCNC(=O)[C@H](C)NC(=O)c1ccc(Br)cc1,3
CC(=O)c1ccc(OCCOc2ccc(Cl)c3cccnc23)cc1,6
CCOC(=O)c1ccc(COC(=O)CNC(=O)CNC(=O)Cc2ccccc2)cc1,5
CCc1nc2sc(C(C)=O)c(N)c2c2c1CCCC2,-4
Cc1cc(C)cc(NC(=O)c2cc(C)n(Cc3cccs3)c2C)c1,-4
CCCS(=O)(=O)N1CCC(C(=O)NCCCN(C)Cc2ccccc2)CC1,0
Cc1cccc(NC(=O)Cn2nnc(C(=O)NCc3cccs3)c2N)c1C,3
COc1ccc(CCNC(=O)CCN2C(=O)C(C)Oc3ccc(C)cc32)cc1OC (stereo unspecified),-2
COC(=O)C1C(=O)C2=C(CC1C)NC(C)=C(C(=O)OC(C)C)C2c1ccc(OC)c(O)c1 (stereo unspecified),-5
CCCS(=O)(=O)NC(=O)C1(C)CCCN(C(=O)c2cccs2)C1 (stereo unspecified),-1
COc1ccccc1N1CCN(C(=O)c2oc3cc(C)cc(C)c3c2C)CC1,-3
COc1ccc(NC(=O)NNC(=O)CCn2nc(C)c([N+](=O)[O-])c2C)cc1OC,-1
CCn1c(SCC(=O)Nc2nc(-c3ccccc3)cs2)nnc1-c1ccccc1O,3
Cc1nnc(SC(C)C#N)n1-c1ccccc1 (stereo unspecified),-1
COCCn1nnnc1C(C(C)C)N(Cc1cccnc1)Cc1ccccc1Cl (stereo unspecified),-2
CCN1CCN(S(=O)(=O)c2ccc(Cl)c(C(=O)Nc3nnc(C)s3)c2)CC1,2
COc1cc(/C=C/c2noc(-c3ccccc3O)n2)ccc1OC(C)=O,-1
CCCC[C@@H]1C=C(C(=O)O)[C@H](c2ccc(Br)cc2)N1S(=O)(=O)c1ccc(C)cc1,0
Cc1cc(C)c(C)c(S(=O)(=O)N2CCN(C)CC2)c1C,3
COc1ccc(C)cc1NC(=S)N1CCN(c2ccccn2)CC1,-1
CC1CCC2(CC1)NC(=O)N(CC(=O)c1cn(CCC#N)c3ccccc13)C2=O (stereo unspecified),-2
N#CCCn1cc(/C=N/O)c(-c2ccc(-c3ccccc3)cc2)n1,5
S=C(c1ccc2c(c1)OCO2)N1CCCC1,-2
Cn1ccnc1C(=O)c1ccc(S(=O)(=O)N2CCCC2)cc1,0
CC(=O)Nc1ccc(S(=O)(=O)NCCC(=O)N2CCN(c3ccccc3Cl)CC2)cc1,2
COC(=O)[C@]12CCCCC=C1N(CCC1=CCCCC1)C(=O)[C@H](CC(=O)N1CCCCC1)C2,-5
CCOC(=O)c1cnc(SC)nc1Sc1ccc(Cl)cc1Cl,1
O=C(CCN1C(=O)/C(=C/c2ccccc2)SC1=S)NNC(=O)c1ccncc1,-3
CC(C)Cn1c(N)c(C(=O)COC(=O)c2cnccn2)c(=O)n(C)c1=O,-1

# Look-ups from above:
# Result of `COCCn1nnnc1C(C(C)C)N(Cc1cccnc1)Cc1ccccc1Cl` (stereo unspecified) in TbREL1 primary: -2
# Result of `O=C(CCN1C(=O)/C(=C/c2ccccc2)SC1=S)NNC(=O)c1ccncc1` in TbREL1 primary: -3

# The results go on:
SMILES,TbREL1 primary
COc1ccccc1CNC(=O)C1CC(c2ccccc2F)=NO1 (stereo unspecified),-2
CCOc1ccc2nc(SCC(=O)N3CCCCCC3)c(C#N)cc2c1,2
CC(C)CN1CCN=C1Nc1ccccc1,1
CCn1c(C)cc(C(=O)CN2C(=O)c3ccccc3S2(=O)=O)c1C,2
CCCC(C(=O)NC1CCCC1)N(Cc1cccs1)C(=O)c1snc(C(N)=O)c1N (stereo unspecified),-2
Cc1cc(=O)[nH]c(SCc2cccc(F)c2)n1,2
COc1ccccc1C(=O)n1nc(-c2ccccc2)nc1NCc1ccco1,-1
COc1cccc(C(C(=O)NC2CCCC2)N2CCN(c3cc(C)ccc3C)CC2)c1OC (stereo unspecified),-1
Cc1c(/C=C(\CC(=O)O)c2nc3ccccc3s2)cc(C#N)n1C,-2
COc1ccc(NC(=O)Nc2cc(C)ccc2OC(F)F)c(OC)c1,1
CCc1ccccc1S(=O)(=O)Cc1ccc(C(=O)N2CCN(c3ccccn3)CC2)o1,-2
CCCCn1nnnc1C(c1ccccc1)N1CCN(C(=O)C2CCCO2)CC1 (stereo unspecified),-1

# By substructure: those above containing fluorine (15)
SMILES,TbREL1 primary
COc1ccccc1NC(=O)CN1CCN(CC(=O)Nc2ccc(Cl)c(C(F)(F)F)c2)CC1,-1
O=C(OCCc1cc2ccccc2c(=O)o1)c1ccc(F)cc1,2
CN1CCN(C(=O)C2CCCN(S(=O)(=O)c3ccc(F)cc3)C2)CC1 (stereo unspecified),3
CCCCc1nc2ccc(F)cc2cc1C,-3
COc1ccc(NC(=O)COC(=O)Cc2c(F)cccc2Cl)cc1OC,-3
O=C(CN1CCN(C(=O)c2ccco2)CC1)Nc1ccc(Cl)c(C(F)(F)F)c1,-4
CN(CCc1ccccn1)S(=O)(=O)c1ccccc1F,1
CCOc1cc(/C=C2\CCCC(C(=O)C(F)(F)F)=C2O)ccc1O,-1
O=C(NCC(=O)N1CCN(S(=O)(=O)c2cccc(F)c2)CC1)c1ccc(Br)o1,0
Cc1nc(-c2ccccn2)nc(SCC(=O)c2ccc(F)cc2)c1Cl,-5
CC(=O)N(C)C[C@@H]1Oc2ncc(C#Cc3ccc(F)cc3)cc2C(=O)N([C@@H](C)CO)C[C@H]1C,0
CC1CCN(S(=O)(=O)c2ccc(C(=O)N3CCCC(C(F)(F)F)C3)cc2)CC1 (stereo unspecified),-1
COc1ccccc1CNC(=O)C1CC(c2ccccc2F)=NO1 (stereo unspecified),-2
Cc1cc(=O)[nH]c(SCc2cccc(F)c2)n1,2
COc1ccc(NC(=O)Nc2cc(C)ccc2OC(F)F)c(OC)c1,1

# Assay outcomes from PubChem BioAssay.
